# ROMK mod = ROMK potassium channel modulators, primary screen, cell-based, thallium flux, MLSMR library; ATP-sensitive inward rectifier potassium channel 1 (Homo sapiens), P48048; AID 1918, 2009; Tet-inducible ROMK, thallium flux fluorescence; actives lie on both sides; B-score at 10 µM; 130,000 compounds, 2% hits;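 active = signal ratio slope over the read window, or its plate-corrected B-score, at least 3 SD from the plate mean, either direction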;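 also: B-score of the F/F0 ratio slope over 7 to 12 s after thallium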
# STAT1 blocker = STAT1 signaling inhibitors, primary screen, cell-based, HTS, luciferase reporter | NIH 3T3 STAT1-luciferase reporter, IFN-gamma, luminescence | inhibition, % at 5.5 µM | 200,000 compounds, 0.35% hits | AID 920, 2007;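 active = inhibition above a set limit, the mean inhibition across all tested compounds plus 3 SD, cut at about 34% in these data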;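 also: 0% = IFN-gamma with DMSO and 100% = IFN-gamma with 300 µM nifuroxazide; values of inactives mirror those of a sister screen read the other way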
# STAT3 inh = IL-6 driven STAT3 reporter inhibitors, primary screen, U3A cells, luciferase, luminescence, MLSCN library | IL-6 STAT3-luciferase reporter; host cell line lacks STAT1 | inhibition, % at 5.5 µM | 190,000 compounds, 0.89% hits | AID 862, 2007;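 active = inhibition above the mean inhibition across all screened compounds plus 3 SD, cut at about 44% in these data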;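 also: 0% = DMSO only wells and 100% = 100 µM nifuroxazide control wells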
# PPARg SRC1 recr = PPARgamma agonists recruiting SRC-1 coactivator, primary screen, biochemical | 200,000 compounds, 0.41% hits | PPARgamma-SRC-1 coactivator recruitment biochemical assay | activation, % at 8 µM; in the data active = activation above about 19%;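 also: 0% = DMSO and 100% = reference agonist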
# PPARg SRC-2 ag = agonists of PPARg-SRC-2 recruitment, primary screen, biochemical, HTS | Peroxisome proliferator-activated receptor gamma (Homo sapiens), P37231 | PPARgamma LBD-SRC-2 recruitment | activation, % at 8 µM | 200,000 compounds, 0.34% hits; in the data active = activation above about 22%;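 also: 0% = vehicle and 100% = reference agonist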
# RAM inhibit = inhibitors of the yeast RAM network, primary screen, dse1pr::URA3 reporter, 5-FOA selection | S. cerevisiae dse1pr::URA3 reporter, 5-FOA growth OD615, 2 d; analog-sensitive cbk1-as2 kinase mutant strain | inhibition, % at 50 µM | 190,000 compounds, 1.8% hits;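 active = inhibition above a set limit, 3 SD over mean compound inhibition, cut at about 8.4% in these data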;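 also: 0% = DMSO-only wells with no growth and 100% = 10 µM 1-NA-PP1 full growth; inhibition rescues growth on 5-FOA so higher OD means more RAM inhibition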
# S1P3 antag = S1P3 receptor antagonists, primary screen, cell-based; Sphingosine 1-phosphate receptor 3 (Homo sapiens), Q99500; CHO S1P3 NFAT-BLA reporter, FRET fluorescence, antagonist mode; inhibition, % at 4.98 µM; 170,000 compounds, 0.27% hits; AID 485, 2006;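 active = inhibition above the plate cutoff, the mean inhibition of test wells on that plate plus 3 SD, cut at about 28% in these data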;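 also: cells challenged with S1P at its EC80 of 0.8 µM; blue over green emission ratio from cleaved BLA substrate after 4 h stimulation; 0% = S1P-stimulated wells and 100% = unstimulated DMSO-only wells; some compounds past the cut are filed as inactive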
# PPARg SRC-3 ag = PPARgamma agonists recruiting SRC-3 coactivator, primary screen, biochemical. Peroxisome proliferator-activated receptor gamma (Homo sapiens), P37231. biochemical PPARgamma/SRC-3 coactivator recruitment assay. activation, % at 8 µM. 200,000 compounds, 0.26% hits. AID 731, 2007; in the data active = activation above about 23%;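 also: 0% = DMSO and 100% = reference agonist; some compounds past the cut are filed as inactive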
# TR-FRET SRC-2 ct = TR-FRET signal artefacts, primary screen, artefact control for PPARgamma SRC-2 agonist project, biochemical. TR-FRET artefact counter-screen; stronger effect = higher value. TR-FRET ratio at 8 µM. 200,000 compounds, 0.4% hits. AID 1049, 2008; in the data active = TR-FRET ratio above about 2000; also: inactives centre near 1500
# TLR4 MyD88 comp = inhibitors of TLR4-MyD88 association in cells, primary screen, cell-based, HeLa CL3-4, BLA complementation, FRET ratio | Toll-like receptor 4 (Homo sapiens) + Myeloid differentiation primary response protein … | HeLa CL3-4 TLR4/MyD88 BLA complementation | 200,000 compounds, 0.18% hits | inhibition, % at 8.4 µM; in the data active = inhibition above about 25%;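 also: 0% = vehicle and 100% = reference inhibitor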
# Target sequence (O00206 whole entry, looked up): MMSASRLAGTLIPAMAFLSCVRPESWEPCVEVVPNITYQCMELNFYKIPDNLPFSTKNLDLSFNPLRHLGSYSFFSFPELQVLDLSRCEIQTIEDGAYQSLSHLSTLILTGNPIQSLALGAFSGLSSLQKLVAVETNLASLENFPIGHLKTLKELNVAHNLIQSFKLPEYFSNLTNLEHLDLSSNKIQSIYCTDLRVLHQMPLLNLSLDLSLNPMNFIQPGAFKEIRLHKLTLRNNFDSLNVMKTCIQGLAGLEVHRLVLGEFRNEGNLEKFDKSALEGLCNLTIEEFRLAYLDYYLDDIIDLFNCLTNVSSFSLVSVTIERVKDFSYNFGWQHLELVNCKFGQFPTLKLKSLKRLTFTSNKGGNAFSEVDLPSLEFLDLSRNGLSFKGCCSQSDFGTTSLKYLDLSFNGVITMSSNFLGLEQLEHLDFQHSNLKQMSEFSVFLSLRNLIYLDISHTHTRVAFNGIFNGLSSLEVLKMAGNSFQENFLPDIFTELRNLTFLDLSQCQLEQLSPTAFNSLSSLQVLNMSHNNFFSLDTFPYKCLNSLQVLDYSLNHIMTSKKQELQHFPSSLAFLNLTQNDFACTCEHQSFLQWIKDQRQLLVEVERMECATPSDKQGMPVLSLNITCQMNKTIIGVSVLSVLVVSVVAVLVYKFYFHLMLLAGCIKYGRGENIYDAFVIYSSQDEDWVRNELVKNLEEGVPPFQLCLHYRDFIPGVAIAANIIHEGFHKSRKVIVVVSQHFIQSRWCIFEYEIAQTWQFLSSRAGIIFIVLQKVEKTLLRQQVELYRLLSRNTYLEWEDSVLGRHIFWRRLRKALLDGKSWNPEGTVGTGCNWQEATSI
# Target sequence (Q99836 whole entry, looked up): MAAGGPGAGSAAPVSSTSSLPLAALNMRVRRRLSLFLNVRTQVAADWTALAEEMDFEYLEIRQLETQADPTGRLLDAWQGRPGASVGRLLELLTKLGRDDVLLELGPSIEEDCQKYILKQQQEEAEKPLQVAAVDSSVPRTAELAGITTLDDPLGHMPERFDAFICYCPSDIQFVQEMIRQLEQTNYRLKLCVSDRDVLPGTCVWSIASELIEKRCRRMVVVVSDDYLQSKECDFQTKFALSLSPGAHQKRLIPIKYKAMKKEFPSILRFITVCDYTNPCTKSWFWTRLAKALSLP
# STAT3 activator = IL-6 driven STAT3 reporter potentiators, primary screen, U3A cells, luciferase, luminescence, MLSCN library. IL-6 STAT3-luciferase reporter; 100% = signal with IL-6 EC80 alone. activation (% of control), % at 5.6 µM. 190,000 compounds, 0.91% hits. AID 871, 2007;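 active = activation above the screen-wide mean of compound activation plus 3 SD, cut at about 130% in these data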;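 also: 0% = background luminescence of wells with medium and substrate only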
#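 system = STAT3-luciferase reporter U3A cells | reagent = IL-6 stimulus at 33 ng/mL final | timing = 1 h compound pre-exposure, 6 h IL-6 stimulation, 37 °C | measured by = luminescence | evaluation = % activation versus median of IL-6-stimulated wells | control set = IL-6-only wells as 100% reference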
# * hit, by the source's call; . = no result given.
canonical_smiles	ROMK mod	STAT1 blocker	STAT3 inh	PPARg SRC1 recr	PPARg SRC-2 ag	RAM inhibit	S1P3 antag	PPARg SRC-3 ag	TR-FRET SRC-2 ct	TLR4 MyD88 comp	STAT3 activator
O=[N+]([O-])c1cc(F)c(N2CCOCC2)cc1N1CCCCC1	.	-0.9	-6.6	0.0	-1.8	2.2	.	9.9	1341	-12.5	114.6
CCN(CC)C(=S)SCC(=O)Nc1nc(=O)c2ccccc2s1	-0.469	-2.8	-4.9	3.4	-6.2	4.1	-1.2	-2.9	1326	-20.9	101.8
CCOC(=O)NC(Nc1ccc(S(N)(=O)=O)cc1)(C(=O)OCC)C(F)(F)F (stereo unspecified)	.	14.7	-4.5	11.1	8.3	0.8	-6.0	3.8	1624	-7.6	109.0
Clc1ccc(C(c2nnnn2C2CCCCC2)N(Cc2cccnc2)Cc2ccco2)cc1 (stereo unspecified)	.	4.0	-6.1	13.9	-8.1	0.7	30.0	-7.5	1432	-8.4	107.3
Clc1ccc2nc(-c3ccccc3)c(CN3CCOCC3)n2c1	0.295	-10.0	6.7	7.7	4.3	1.8	.	-5.0	1526	0.4	100.8
O=C(CN1CCC(NC(=O)c2cccc(F)c2)CC1)NCc1cccs1	-0.107	-1.9	10.5	7.3	-0.7	-0.1	-2.7	4.5	1544	4.4	96.0
COC(=O)c1cc(C(=O)Cc2ccccc2)c[nH]1	0.581	-5.8	15.1	0.3	3.2	2.3	-19.2	4.8	1715	-10.6	96.5
COC(=O)c1c(N)c2ccccc2[nH]c1=O	.	7.0	0.5	6.7	10.4	-0.4	1.2	-0.2	1570	1.1	105.1
CC(C)c1cc(C(=O)Nc2cc(Br)ccc2O)no1	0.46	-2.6	-3.7	5.7	1.9	3.3	.	-5.9	1549	7.2	103.3
COc1ccc(CNc2nc(-c3cccnc3)nn2S(C)(=O)=O)cc1	-0.0708	0.6	10.9	2.1	-4.2	1.5	-9.4	5.4	1705	-4.1	95.2
COc1ccc(-c2nc(CC(=O)O)cs2)cc1OC	-0.0801	-3.9	-2.5	-4.2	1.6	3.6	.	1.3	1392	8.5	107.2
Cc1c(NC(=O)COC(=O)c2c3c(nc4ccccc24)CCCC3)c(=O)n(-c2ccccc2)n1C	.	-3.3	1.1	-7.4	5.2	1.5	-13.1	0.3	1598	-3.4	101.0
CC(=O)N1CCC(=O)Nc2ccc([N+](=O)[O-])cc21	0.0788	-7.0	5.5	6.0	-2.1	2.0	0.7	-3.1	1582	-8.7	96.7
Cc1ccc(C(C)C)c(OC(=O)/C=C/c2ccccc2)c1	.	6.0	14.8	7.7	-0.8	0.8	.	2.1	1626	-3.3	95.9
COC(=O)c1sccc1NC(=O)c1cc(C)on1	0.215	-3.0	-56.2	3.0	5.1	3.6	-19.1	-5.9	1545	12.5	150.7*
COc1ccc(OCCOC(=O)c2cccs2)cc1	.	-22.2	5.6	1.8	9.4	0.4	5.7	-0.6	1543	8.1	100.2
Cc1cc(C)n(-c2ccc(OCC(=O)O)nn2)n1	.	-5.4	5.8	-8.0	0.5	2.1	-2.9	-2.5	1414	5.7	101.6
Fc1ccc(CN2CCCCCCC2)c(F)c1	-0.153	3.5	-1.5	9.6	2.2	2.5	25.4	2.9	1804	0.9	105.0
O=c1[nH]c2ccc(Cl)cc2c(-c2ccccc2)c1CN1CCOCC1	.	-4.5	11.3	1.8	-9.9	0.4	3.6	-0.7	1495	-4.5	94.1
OCC1(CCOc2ccccc2)CCN(Cc2ccc3cccc(F)c3n2)CC1	-1.49	0.7	-25.7	1.1	-0.4	1.9	13.1	-2.8	1523	-3.8	126.8
CN1CCN(C2CC(=O)N(c3ccc4c(c3)OCCO4)C2=O)CC1 (stereo unspecified)	.	-3.5	12.2	3.8	-8.1	-0.4	.	-5.9	1540	-4.1	92.5
CN1C(=O)CC(N2CCN(C(=O)c3ccccc3)CC2)C1=O (stereo unspecified)	0.0918	-4.7	5.2	-7.3	-2.2	0.6	.	-2.8	1311	1.3	102.1
CCS(=O)(=O)c1ccc(O)c(NC(=O)Nc2ccccc2)c1	.	-1.9	4.6	15.4	3.4	0.4	-12.7	11.4	1620	5.6	98.2
COc1ccc(N(CC(=O)Nc2ccc3c(c2)OCO3)S(C)(=O)=O)c(OC)c1	.	-5.1	9.1	9.0	0.6	-1.0	-13.4	-5.1	1745	-3.4	94.4
CN1c2ccccc2C(C)(C)C12C=Nc1c(ccc3ccccc13)O2 (stereo unspecified)	.	13.4	-77.8	16.2	12.0	4.5	.	21.8	1462	5.6	165.8*
O=C(c1ccccn1)N1CCN(S(=O)(=O)c2ccc(F)cc2)CC1	1.21	-0.2	2.4	-4.2	-1.1	-0.5	-10.6	-0.1	1524	-4.7	99.7
COc1cc(C2C(C#N)=C(N)Oc3c2ccc2ccccc32)ccc1OCC(=O)Nc1ccc(C)cc1 (stereo unspecified)	-0.541	5.7	2.3	2.3	-6.4	3.4	2.6	-0.8	1314	7.3	101.1
CCn1c(SCC(=O)NC(C)(C)C)nnc1-c1ccccn1	0.358	4.3	-0.8	1.7	5.0	1.4	.	9.2	1441	2.4	104.6
O=c1c2ccccc2nc(-c2ccccc2)n1Cc1ccc(Cl)cc1	-0.994	-6.1	-3.7	1.1	-5.2	2.2	.	-12.8	1380	3.2	103.3
COc1ccc(OC)c(CNC(=O)c2cc(=O)[nH]c3ccc(S(=O)(=O)N4CCCC4)cc23)c1	0.413	-3.8	10.5	5.1	3.1	2.6	-15.5	1.0	1637	1.5	97.4
CCC(C)(NC(=O)c1ccccn1)C(=O)NC1CCCCC1 (stereo unspecified)	0.59	4.9	4.6	5.4	6.1	-0.1	-36.0	12.9	1532	4.9	98.4
O=C(O)C1C2C=CC(O2)C1C(=O)Nc1ccc(S(=O)(=O)N2CCc3ccccc32)cc1 (stereo unspecified)	.	-1.7	-7.0	0.4	1.4	0.9	11.1	2.2	1507	-1.2	106.7
CC(C)OC(=O)c1cn(-c2ccccc2)nc1-c1ccco1	.	0.9	-4.5	4.9	12.0	3.6	25.4	-0.2	1529	-1.9	104.5
CCOc1c(C(N)=O)c(-c2ccccc2)c2c(=O)[nH]c3ccccc3n12	-0.526	-5.7	26.2	5.8	-4.2	7.2	4.5	1.8	1412	8.0	80.2
CN(C)c1cc[nH]c(=O)c1C#N	.	7.2	2.3	4.1	6.4	1.9	.	7.2	1622	-0.8	99.3
O=C(Cn1cnc2c(nnn2Cc2ccc(Cl)cc2)c1=O)OCc1ccccc1	.	1.8	9.4	0.6	1.2	2.7	-17.6	1.3	1509	0.9	96.1
CC1(C)C2(C#N)C(N)=NC3(OCCO3)C12C#N (stereo unspecified)	.	-10.1	-4.0	-0.7	2.9	-0.3	.	-2.1	1630	2.7	107.2
O=C(O)c1ccc(CSc2ncn[nH]2)cc1	1.36	-5.0	4.0	-5.4	6.9	0.1	-29.0	-10.1	1443	12.4	99.7
C/C(C/C(C)=C1/SC(=S)NC1=O)=C1\SC(=S)NC1=O	-0.294	0.8	-12.5	6.3	2.0	3.7	-20.3	8.6	1657	10.2	119.0
COC(=O)NC1CSCC1OC(=O)CN1C(=O)c2ccccc2C1=O (stereo unspecified)	0.102	-13.1	-0.7	-3.5	-4.5	1.2	-14.5	0.9	1791	0.6	104.3
O=c1c(=NNc2ccccc2Cl)c(=O)c2ccccc12	.	-2.3	27.0	8.8	2.6	4.5	.	-3.0	1601	11.0	85.3
Cc1nnc(Nc2ccc(C(=O)NCCO)cc2)c2ccccc12	.	-9.5	15.7	-4.2	2.1	0.9	-23.1	0.3	1404	-9.6	91.8
COc1cccc(C(=O)OCC(=O)c2c[nH]c3ccccc23)c1O	1.21	-4.0	-50.1	-3.9	-5.7	0.4	-9.5	-1.8	1365	-8.8	143.6*
CCOC(=O)C1CCN(CC(=O)Nc2cc(S(=O)(=O)N3CCOCC3)ccc2C)CC1	1.07	15.7	0.4	-9.8	6.4	1.1	-0.7	1.7	1586	-3.5	102.8
CCCOc1ccc(-c2nnc(N)s2)cc1	0.957	-16.7	1.8	-0.6	7.2	2.2	.	2.2	1334	0.5	102.6
Cc1cc([N+](=O)[O-])nn1CCCC(=O)N1CCN(c2ccc(F)cc2)CC1	-0.36	-3.6	10.0	0.1	2.2	-0.9	-11.4	3.7	1421	4.1	90.7
Cc1ccccc1OCCNCC(C)O (stereo unspecified)	.	-2.6	3.6	7.8	8.1	0.6	-11.7	-0.5	1607	3.7	99.9
C=CCNC(=O)/C=C/c1cccs1	0.283	-7.5	11.3	5.4	9.9	1.1	-24.0	5.7	1542	-0.3	94.2
CCCCC(C(=O)OCC(=O)c1ccc(OC)cc1)N1C(=O)c2ccccc2C1=O (stereo unspecified)	-0.872	1.2	0.6	-1.0	6.0	12.2*	.	-15.4	1566	-1.7	100.7
Cc1ccc(C)c(SCC(=O)NCc2ccco2)c1	.	13.2	9.8	-2.0	10.6	0.5	.	-0.1	1634	2.1	95.1
Nn1c(SCC(=O)Nc2ccc3c(c2)OCO3)nnc1-c1cccc(Cl)c1	.	-0.9	-1.0	-0.9	-1.6	1.7	.	8.9	1599	-18.7	105.2
Cc1c(NC(=O)CN2CCN(C(=O)c3ccco3)CC2)c(=O)n(-c2ccccc2)n1C	.	7.0	9.7	0.5	8.6	2.7	.	-2.0	1531	-3.1	94.4
COC(=O)c1ccc(OC(=O)c2cccnc2)cc1	0.541	-7.2	5.1	0.8	-1.4	-0.4	7.2	3.5	1432	6.9	98.6
O=[N+]([O-])c1ccc(Nc2nc(NC3CCCCC3)nc(N3CCCC3)n2)cc1	.	11.6	15.5	8.4	7.7	6.9	-17.3	2.0	1676	1.6	90.0

# Compound activity as filed in PubChem.
